CF NFkB block: cystic fibrosis NF-kB activation inhibition; inhibition, % at 5 µM; AID 588850; 360,000 tested, 0.86% active; KKLEB NF-kB-GFP reporter, PAF-induced, GFP fluorescence overnight;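 active = at least 50% inhibition at 5 µM, scaled per plate between neutral and stimulator controls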;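 also: PAF is a Pseudomonas aeruginosa culture filtrate used as stimulus; plate controls were PAF-stimulated DMSO wells for no effect and unstimulated DMSO wells for full effect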
NCOA2 inhibitor: inhibits human steroid receptor coactivator 2 | Q15596 | HEK293 GAL4-SRC2 luciferase reporter, luminescence | inhibition, % at 9 µM | 370,000 tested, 0.17% active;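 active = inhibition above the mean inhibition of all tested compounds plus 3 SD, set per campaign, cut at about 52% in these data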;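 also: 0% = DMSO treated cells and 100% = cells given Gossypol at 36 µM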
Target sequence (Q15596 whole entry, looked up, the tested form may be a part): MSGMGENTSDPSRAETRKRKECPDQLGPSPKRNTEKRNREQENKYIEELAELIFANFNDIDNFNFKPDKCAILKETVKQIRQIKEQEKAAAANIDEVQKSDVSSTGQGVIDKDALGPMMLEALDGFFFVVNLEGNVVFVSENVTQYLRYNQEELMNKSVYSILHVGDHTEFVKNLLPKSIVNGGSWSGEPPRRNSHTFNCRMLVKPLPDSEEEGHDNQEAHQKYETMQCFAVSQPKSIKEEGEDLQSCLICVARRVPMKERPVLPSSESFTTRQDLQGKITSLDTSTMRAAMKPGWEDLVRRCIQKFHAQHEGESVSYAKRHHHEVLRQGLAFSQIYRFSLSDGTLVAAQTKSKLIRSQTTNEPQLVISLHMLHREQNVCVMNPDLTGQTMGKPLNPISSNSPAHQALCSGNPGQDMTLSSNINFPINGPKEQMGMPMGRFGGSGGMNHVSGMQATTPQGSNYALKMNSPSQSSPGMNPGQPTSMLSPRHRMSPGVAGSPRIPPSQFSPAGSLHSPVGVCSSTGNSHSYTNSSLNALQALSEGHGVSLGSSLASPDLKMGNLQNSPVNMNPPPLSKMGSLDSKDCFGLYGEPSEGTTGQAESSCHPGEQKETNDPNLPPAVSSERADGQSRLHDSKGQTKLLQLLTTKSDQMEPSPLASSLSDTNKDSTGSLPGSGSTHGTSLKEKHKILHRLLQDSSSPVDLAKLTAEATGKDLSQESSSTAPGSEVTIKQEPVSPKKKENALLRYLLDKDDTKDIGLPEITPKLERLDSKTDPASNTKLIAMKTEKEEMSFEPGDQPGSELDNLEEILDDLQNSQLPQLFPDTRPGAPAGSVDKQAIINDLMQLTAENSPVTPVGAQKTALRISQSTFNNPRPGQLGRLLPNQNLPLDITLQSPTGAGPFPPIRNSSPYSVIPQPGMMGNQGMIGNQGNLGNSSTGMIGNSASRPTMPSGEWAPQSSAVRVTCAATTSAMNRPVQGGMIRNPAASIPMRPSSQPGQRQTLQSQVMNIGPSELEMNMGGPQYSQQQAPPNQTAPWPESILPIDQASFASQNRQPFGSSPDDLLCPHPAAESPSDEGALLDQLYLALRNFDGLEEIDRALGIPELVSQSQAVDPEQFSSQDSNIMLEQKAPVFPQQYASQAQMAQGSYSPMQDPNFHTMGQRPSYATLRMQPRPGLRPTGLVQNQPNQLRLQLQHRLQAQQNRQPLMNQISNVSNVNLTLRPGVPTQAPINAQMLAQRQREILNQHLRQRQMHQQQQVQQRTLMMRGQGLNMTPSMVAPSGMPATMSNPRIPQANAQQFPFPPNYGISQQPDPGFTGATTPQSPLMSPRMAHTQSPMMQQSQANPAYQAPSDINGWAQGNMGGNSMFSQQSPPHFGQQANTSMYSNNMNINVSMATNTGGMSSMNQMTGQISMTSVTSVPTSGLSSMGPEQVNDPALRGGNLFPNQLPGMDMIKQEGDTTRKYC
TROY NFkB inh: blocks TROY-dependent signaling in reporter cells. AID 1347056. 360,000 tested, 0.98% active. Q293 LMP1-TROYcd NF-kB luciferase reporter, 4 h. inhibition, % at 10 µM;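 active = compounds whose plate-normalised and pattern-corrected inhibition of the luciferase reporter signal at the single screening dose is 50% or more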
SRC3 inh: inhibitors of human steroid receptor coactivator 3 (SRC3); 360,000 tested, 0.17% active; inhibition, % at 3.6 µM; AID 588352; HEK293 GAL4-SRC3 luciferase reporter, luminescence; Q9Y6Q9;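 active = inhibition above a per-campaign cutoff, the mean of all compounds plus 3 SD, cut at about 60% in these data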;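 also: 0% = DMSO-treated cells and 100% = gossypol-treated cells at 36 µM; higher means less SRC3-driven luciferase light from the GAL4 reporter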
LMP1 NFkB inh: inhibitors of Epstein-Barr LMP1-induced NF-kappaB reporter. 350,000 tested, 0.69% active. AID 504558. LMP1-induced NF-kappaB luciferase reporter cells, luminescence. inhibition, % at 12.5 µM; in the data active = inhibition above about 41%;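 also: 0% = neutral control wells and 100% = reference inhibitor control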
LRH-1 inv ag: suppresses constitutive activity of human LRH-1; O00482; HEK293T StAR-luciferase reporter, LRH-1 transfected, 24 h; inhibition, % at 3.6 µM; 360,000 tested, 0.13% active; AID 602396;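 active = inhibition above the mean inhibition of all tested compounds plus 3 SD, cut at about 73% in these data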;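 also: 0% = DMSO wells and 100% = reporter-only cells lacking LRH-1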
SRC1 inh: human NCOA1 inhibition; 360,000 tested, 0.12% active; AID 588354; HEK293 GAL4-SRC1 luciferase reporter, luminescence; inhibition, % at 3.6 µM;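 active = inhibition above the campaign mean plus 3 SD, with each screening campaign given its own cutoff, cut at about 60% in these data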;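 also: 0% = DMSO treated cells and 100% = gossypol at 36 µM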
COUP-TFII inh: NR2F2 (human) inhibition, primary screen. P24468. HEK293T NGFI-A luciferase reporter, luminescence. inhibition, % at 8.6 µM. 370,000 tested, 0.7% active;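 active = inhibition above a per-plate cutoff, mean inhibition of test wells between control levels plus 3 SD, cut at about 38% in these data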;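 also: cells cotransfected with COUP-TFII expression vector driving the NGFI-A reporter; 0% = median of COUP-TF2 test wells and 100% = reporter-only cells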
TWEAK-Fn14 inh: TWEAK-Fn14 signaling inhibition. 360,000 tested, 2% active. inhibition, % at 10 µM. TWEAK-stimulated Fn14 reporter cells, luciferase luminescence, 8 h. AID 1159606; in the data active = inhibition above about 50%
KKLEB tox: CF airway cell cytotoxicity counter-screen | KKLEB CF airway cells viability, ATPlite luminescence, overnight; active compounds read low; cells stimulated with P. aeruginosa culture filtrate | activity change (cytotoxicity), % at 5 µM | 360,000 tested, 0.36% active | AID 602141;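 active = corrected activity change at or below -50% at 5 µM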
C8 TRAIL sens: caspase-8 TRAIL sensitization; AID 624354; NB7+C8 cells + TRAIL, ATPlite viability luminescence; 360,000 tested, 1% active; inhibition (viability loss, TRAIL sensitization), % at 10 µM;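 active = compounds causing at least 50% loss of cell viability in the single-dose screen, relative to plate controls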
Numbers without * were called inactive.

What do the screens show for `CC1CCc2sc(C(=O)NCC(c3ccco3)N3CCCCC3)cc2C1` (stereo not drawn)?
CF NFkB block: 7; NCOA2 inhibitor: 21; TROY NFkB inh: 1; SRC3 inh: -47; LMP1 NFkB inh: -3; LRH-1 inv ag: -15; SRC1 inh: 1; COUP-TFII inh: 0; TWEAK-Fn14 inh: -9; KKLEB tox: 6; C8 TRAIL sens: 12

Results for Cc1nn(-c2nnc(C)c(=O)[nH]2)c(C)c1SCC(=O)Nc1ccc(F)cc1 ?
CF NFkB block: -15; NCOA2 inhibitor: 19; TROY NFkB inh: -11; SRC3 inh: 0; LMP1 NFkB inh: -6; LRH-1 inv ag: -4; SRC1 inh: 9; COUP-TFII inh: -6; TWEAK-Fn14 inh: 6; KKLEB tox: 2; C8 TRAIL sens: 0

Results for Cc1cc(=O)oc2ccc(OCC(=O)N(Cc3ccc(F)cc3)Cc3ccco3)cc12 ?
CF NFkB block: -5; NCOA2 inhibitor: 5; TROY NFkB inh: -2; SRC3 inh: 12; LMP1 NFkB inh: -5; LRH-1 inv ag: -18; SRC1 inh: 9; COUP-TFII inh: 16; TWEAK-Fn14 inh: -2; KKLEB tox: 1; C8 TRAIL sens: 16

What do the screens show for `Cc1c(CC(=O)O)c(=O)oc2cc(OCc3ccc(F)cc3Cl)ccc12`?
CF NFkB block: -11; NCOA2 inhibitor: -34; TROY NFkB inh: -6; SRC3 inh: -6; LMP1 NFkB inh: -4; LRH-1 inv ag: -14; SRC1 inh: 13; COUP-TFII inh: -10; TWEAK-Fn14 inh: -4; KKLEB tox: 4; C8 TRAIL sens: 11

How did CCOc1ccc(OCC)c(NC(=O)C2CCN(c3cnccn3)CC2)c1 do in these assays?
CF NFkB block: 6; NCOA2 inhibitor: 2; TROY NFkB inh: -7; SRC3 inh: 18; LMP1 NFkB inh: 3; LRH-1 inv ag: 17; SRC1 inh: -3; COUP-TFII inh: -6; TWEAK-Fn14 inh: 4; KKLEB tox: 7; C8 TRAIL sens: -20

How did Cc1ccccc1N/C(SCc1ccc(Cl)cc1)=C(/C#N)C(=O)NCc1ccco1 do in these assays?
CF NFkB block: 12; NCOA2 inhibitor: 1; TROY NFkB inh: 16; SRC3 inh: -26; LMP1 NFkB inh: 6; LRH-1 inv ag: 3; SRC1 inh: 3; COUP-TFII inh: -1; TWEAK-Fn14 inh: 2; KKLEB tox: 4; C8 TRAIL sens: 2

What do the screens show for `C=CCn1c(C)cc(C(=O)COC(=O)c2cncc(Br)c2)c1C`?
CF NFkB block: 26; NCOA2 inhibitor: -30; TROY NFkB inh: 3; SRC3 inh: -36; LMP1 NFkB inh: -10; LRH-1 inv ag: -21; SRC1 inh: -52; COUP-TFII inh: -4; TWEAK-Fn14 inh: 2; KKLEB tox: 11; C8 TRAIL sens: 7

What do the screens show for `COc1cccc(NC(=O)CN(C)C(C)C(=O)Nc2cc([N+](=O)[O-])ccc2Cl)c1` (stereo not drawn)?
CF NFkB block: 0; NCOA2 inhibitor: -10; TROY NFkB inh: 14; SRC3 inh: 5; LMP1 NFkB inh: -3; LRH-1 inv ag: 16; SRC1 inh: 3; COUP-TFII inh: 2; TWEAK-Fn14 inh: 9; KKLEB tox: 17; C8 TRAIL sens: -6

Results for COc1ccc(N(CC(=O)NCc2cccnc2)S(=O)(=O)c2ccccc2[N+](=O)[O-])c(OC)c1 ?
CF NFkB block: 10; NCOA2 inhibitor: -25; TROY NFkB inh: 2; SRC3 inh: 3; LMP1 NFkB inh: -1; LRH-1 inv ag: 8; SRC1 inh: -16; COUP-TFII inh: -1; TWEAK-Fn14 inh: 5; KKLEB tox: 7; C8 TRAIL sens: 1

How did COc1cccc(C(O)CC(N)=O)c1 (stereo not drawn) do in these assays?
CF NFkB block: -1; NCOA2 inhibitor: -2; TROY NFkB inh: -16; SRC3 inh: -3; LMP1 NFkB inh: 6; LRH-1 inv ag: 3; SRC1 inh: -1; COUP-TFII inh: 7; TWEAK-Fn14 inh: -3; KKLEB tox: 2; C8 TRAIL sens: 5

Results for CN1c2ccccc2C(=O)/C(=C\Nc2ccc(F)cc2F)S1(=O)=O ?
CF NFkB block: 4; NCOA2 inhibitor: 1; TROY NFkB inh: -18; SRC3 inh: 21; LMP1 NFkB inh: 7; LRH-1 inv ag: 1; SRC1 inh: 3; COUP-TFII inh: 15; TWEAK-Fn14 inh: -31; KKLEB tox: 5; C8 TRAIL sens: -8

How did CC(Oc1ccc(Cl)cc1Cl)C(=O)Nc1cccc(O)c1 (stereo not drawn) do in these assays?
CF NFkB block: 1; NCOA2 inhibitor: -7; TROY NFkB inh: -6; SRC3 inh: 15; LMP1 NFkB inh: -7; LRH-1 inv ag: -17; SRC1 inh: 17; COUP-TFII inh: -17; TWEAK-Fn14 inh: -18; KKLEB tox: 2; C8 TRAIL sens: -5

Results for CCN1CCCC1CNC(=O)C(=O)Nc1ccc(OC)cc1 (stereo not drawn) ?
CF NFkB block: -3; NCOA2 inhibitor: -12; TROY NFkB inh: 2; SRC3 inh: -22; LMP1 NFkB inh: 7; LRH-1 inv ag: -4; SRC1 inh: -16; COUP-TFII inh: 6; TWEAK-Fn14 inh: -15; KKLEB tox: -11; C8 TRAIL sens: 3

Results for OC(COc1ccccc1)CN1CCOCC1 (stereo not drawn) ?
CF NFkB block: 12; NCOA2 inhibitor: 2; TROY NFkB inh: 0; SRC3 inh: 0; LMP1 NFkB inh: 0; LRH-1 inv ag: -9; SRC1 inh: -9; COUP-TFII inh: -2; TWEAK-Fn14 inh: 16; KKLEB tox: -9; C8 TRAIL sens: -14

How did COC(=O)C1CSC(c2ccc(Cl)cc2)N1C(=O)c1ccccc1 (stereo not drawn) do in these assays?
CF NFkB block: 1; NCOA2 inhibitor: -17; TROY NFkB inh: -6; SRC3 inh: 0; LMP1 NFkB inh: -9; LRH-1 inv ag: -2; SRC1 inh: 4; COUP-TFII inh: 3; TWEAK-Fn14 inh: 13; KKLEB tox: -7; C8 TRAIL sens: 4

What do the screens show for `Cc1nc[nH]c(=O)c1Br`?
CF NFkB block: 10; NCOA2 inhibitor: 7; TROY NFkB inh: 3; SRC3 inh: 20; LMP1 NFkB inh: -2; LRH-1 inv ag: 12; SRC1 inh: -2; COUP-TFII inh: 16; TWEAK-Fn14 inh: 11; KKLEB tox: -6; C8 TRAIL sens: -10

Results for Cc1ccc(-c2ccc3c(c2)O[C@H](CN(C)C(=O)Nc2ccc(C(F)(F)F)cc2)[C@H](C)CN([C@H](C)CO)S3(=O)=O)cc1 ?
CF NFkB block: -23; NCOA2 inhibitor: 20; TROY NFkB inh: 8; SRC3 inh: 4; LRH-1 inv ag: 3; SRC1 inh: 1; COUP-TFII inh: 9; TWEAK-Fn14 inh: 17; KKLEB tox: -4; C8 TRAIL sens: -2

Results for O=C1CC(c2cccc([N+](=O)[O-])c2)c2cc3c(cc2N1)CCC3 (stereo not drawn) ?
CF NFkB block: 1; NCOA2 inhibitor: -7; TROY NFkB inh: 22; SRC3 inh: -17; LMP1 NFkB inh: 5; LRH-1 inv ag: 15; SRC1 inh: -3; COUP-TFII inh: -5; TWEAK-Fn14 inh: 19; KKLEB tox: -9; C8 TRAIL sens: 24

What do the screens show for `O=C1CSC(=Nc2cccc([N+](=O)[O-])c2)N1`?
CF NFkB block: 0; NCOA2 inhibitor: -1; TROY NFkB inh: 1; SRC3 inh: -16; LMP1 NFkB inh: -2; LRH-1 inv ag: 17; SRC1 inh: -6; COUP-TFII inh: -15; TWEAK-Fn14 inh: 6; KKLEB tox: -3; C8 TRAIL sens: -13

Results for Cc1ccc(-c2noc(C3CCCN(C(=O)c4ccc(F)cc4F)C3)n2)cc1 (stereo not drawn) ?
CF NFkB block: -2; NCOA2 inhibitor: 7; TROY NFkB inh: -14; SRC3 inh: -8; LMP1 NFkB inh: 3; LRH-1 inv ag: 13; SRC1 inh: -10; COUP-TFII inh: 22; TWEAK-Fn14 inh: 4; KKLEB tox: -1; C8 TRAIL sens: -1

Results for COc1ccccc1OC[C@H](O)CO ?
CF NFkB block: -10; NCOA2 inhibitor: -5; TROY NFkB inh: -13; SRC3 inh: 3; LMP1 NFkB inh: -4; LRH-1 inv ag: 13; SRC1 inh: 7; COUP-TFII inh: 19; TWEAK-Fn14 inh: -3; KKLEB tox: 7; C8 TRAIL sens: -4

How did O=C(Nc1ccc(Cl)cc1Cl)N1CCN(c2ncccn2)CC1 do in these assays?
CF NFkB block: 20; NCOA2 inhibitor: -7; TROY NFkB inh: -4; SRC3 inh: -8; LMP1 NFkB inh: 2; LRH-1 inv ag: -7; SRC1 inh: -49; COUP-TFII inh: 1; TWEAK-Fn14 inh: 8; KKLEB tox: 5; C8 TRAIL sens: -9

How did COc1ccc(CN2C=C3C(=O)C(C)(OC(=O)CCc4ccccc4)C(=O)C=C3C=C2c2ccc(C#N)cc2)cc1 (stereo not drawn) do in these assays?
CF NFkB block: -28; NCOA2 inhibitor: -5; TROY NFkB inh: 3; SRC3 inh: 0; LMP1 NFkB inh: 3; LRH-1 inv ag: -16; SRC1 inh: -25; COUP-TFII inh: 7; TWEAK-Fn14 inh: 25; KKLEB tox: 11; C8 TRAIL sens: 0

How did COc1cc(O)c(C(CC(=O)N2CCCC2)c2cc(OC)c(OC)c(OC)c2)c(OC)c1 (stereo not drawn) do in these assays?
CF NFkB block: 6; NCOA2 inhibitor: 8; TROY NFkB inh: 5; SRC3 inh: -12; LMP1 NFkB inh: -7; LRH-1 inv ag: 1; SRC1 inh: 1; COUP-TFII inh: 14; TWEAK-Fn14 inh: -4; KKLEB tox: -11; C8 TRAIL sens: -3

Results for CCOc1ccc(-n2c(SCC(=O)NCc3ccco3)nc3c([nH]c4ccccc43)c2=O)cc1 ?
CF NFkB block: 15; NCOA2 inhibitor: -3; TROY NFkB inh: -3; SRC3 inh: 5; LMP1 NFkB inh: -20; LRH-1 inv ag: -23; SRC1 inh: -30; COUP-TFII inh: -23; TWEAK-Fn14 inh: -13; KKLEB tox: -3; C8 TRAIL sens: 10

What do the screens show for `O=C(O)C1CCCCC1C(=O)Nc1ccc(S(=O)(=O)N2CCCCC2)cc1` (stereo not drawn)?
CF NFkB block: -3; NCOA2 inhibitor: 10; TROY NFkB inh: 15; SRC3 inh: -16; LMP1 NFkB inh: 0; LRH-1 inv ag: 14; SRC1 inh: -10; COUP-TFII inh: -8; TWEAK-Fn14 inh: 12; KKLEB tox: -1; C8 TRAIL sens: -10

What do the screens show for `COc1ccc(C)cc1NC(=O)C1CCCN(S(=O)(=O)c2cccnc2)C1` (stereo not drawn)?
CF NFkB block: -6; NCOA2 inhibitor: 20; TROY NFkB inh: -9; SRC3 inh: -6; LMP1 NFkB inh: -5; LRH-1 inv ag: 10; SRC1 inh: -12; COUP-TFII inh: -3; TWEAK-Fn14 inh: -6; KKLEB tox: 0; C8 TRAIL sens: -23

Screening data as filed in PubChem BioAssay.
